RAD52 anneal inh: blocks human RAD52 DNA annealing; P43351; recombinant RAD52 DNA annealing, FRET fluorescence; 360,000 compounds, 0.46% hits; inhibition, % at 18.7 µM;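 active = every replicate showing at least 50% inhibition; inconclusive = mean inhibition at least 50% but not in every replicate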
INS-1E GSIS act: GLuc luminescence reporter in INS-1E cells, primary screen for activators of glucose-dependent secretion of insulin | activation, % at 16.6 µM | 370,000 compounds, 0.61% hits | INS-1E GLuc reporter insulin secretion, 2-3 h;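 active = lowest replicate activation of at least 40%, so every replicate reaches that level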;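 note: 0% = median of neutral control wells and 100% = median of IBMX positive control wells; some compounds called inactive have numbers as strong as hits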
DENV2 CPE: protects cells from dengue virus 2 cytopathic effect | 350,000 compounds, 1.7% hits | AID 651640 | DENV2-infected cells, cytopathic effect rescue, plate reader | CPE inhibition, % at 9.99 µM; in the data active = CPE inhibition above about 20%, passing the limit was not always enough; inconclusive = no clear call, values can overlap the other calls; tested in BHK-21 cells;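 note: 0% = median of neutral control wells and 100% = median of positive control wells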
XiGFP reactiv: reactivates the inactive X chromosome in mouse fibroblasts; AID 743238; XiGFP mouse fibroblasts, % GFP-positive cells imaging, 3 d; cells co-treated with 5-aza-dC sensitizer; scaled so ellipticine positive control = 100%; activation, % at 7.58 µM; 360,000 compounds, 0.055% hits;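 active = mean normalized replicate activation at least 10% and every replicate at or above 10%; inconclusive = only one of the two criteria met; inactive = mean below 10% and not all replicates reach 10%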;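 note: 0% = median of on-plate neutral control wells and 100% = ellipticine 6 µM median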
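Material: XiGFP fibroblasts, SV40-immortalized. Buffer or medium: DMEM plus 5-aza-dC sensitizer. Compound: single concentration per compound, delivered by pin transfer. Times: 3 days compound exposure. Controls: ellipticine 6 µM.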
F508del corr: CFTR F508del correction in bronchial cells | CFBE cells, YFP halide quenching; stimulated with forskolin plus potentiator P3; % fluorescence drop versus neutral controls | activity (quench increase), % at 7.58 µM | 350,000 compounds, 0.36% hits;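 active = mean added fluorescence quench of at least 8% versus neutral control, with both replicates also reaching 8%; inconclusive = only one of the mean or replicate conditions met; inactive = mean below 8% and not both replicates reaching 8%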;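 note: cells transiently co-express mutant CFTR-F508del with the halide-sensitive YFP; corrector assay measuring rescue of mutant channel to the surface after 24 h compound exposure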
E-selectin induc: E-selectin induction on HUVECs; 260,000 compounds, 0.37% hits; HUVEC E-selectin immunofluorescence imaging; normalized: neutral wells 0, TNF-alpha wells 100; AID 686992; activation, % at 7.58 µM;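 active = mean E-selectin-positive cell signal at least 10% of the positive control, reached in at least 60% of replicates, without over 20% cell loss; inconclusive = no rule given, readout overlaps actives, possibly toxicity-flagged; inactive = the rest, including those meeting only one limit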;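 note: in these data hits start at about 27%; measured in HUVEC primary endothelial cells; signal is the percent of cells scored E-selectin positive by PE staining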
Target sequence (P16581 whole entry, looked up): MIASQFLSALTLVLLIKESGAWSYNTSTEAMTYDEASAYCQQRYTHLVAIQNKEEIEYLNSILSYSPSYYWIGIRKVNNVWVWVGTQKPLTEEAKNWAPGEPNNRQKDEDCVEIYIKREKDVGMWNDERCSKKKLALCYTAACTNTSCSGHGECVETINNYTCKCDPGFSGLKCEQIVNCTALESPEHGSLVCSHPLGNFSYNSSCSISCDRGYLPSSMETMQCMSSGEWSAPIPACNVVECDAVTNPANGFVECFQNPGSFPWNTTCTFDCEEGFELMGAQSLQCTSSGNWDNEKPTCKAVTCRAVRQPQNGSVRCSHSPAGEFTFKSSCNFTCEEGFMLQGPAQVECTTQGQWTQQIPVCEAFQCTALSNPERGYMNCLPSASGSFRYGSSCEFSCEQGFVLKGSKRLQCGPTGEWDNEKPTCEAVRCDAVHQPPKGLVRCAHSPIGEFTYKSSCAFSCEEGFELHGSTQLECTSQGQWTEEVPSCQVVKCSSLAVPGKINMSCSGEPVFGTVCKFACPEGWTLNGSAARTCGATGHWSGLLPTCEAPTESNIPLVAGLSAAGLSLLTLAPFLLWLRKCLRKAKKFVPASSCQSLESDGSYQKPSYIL
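Test system: HUVEC | Signal: Immunofluorescence imaging | Read-out: Percent E-selectin-positive cells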
RAD54 branch: inhibitors of human RAD54 branch migration | RAD54 Holliday junction branch migration, FAM/BHQ fluorescence | Q92698 | 360,000 compounds, 0.14% hits | AID 602329 | inhibition, % at 10.4 µM;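 active = mean normalized replicate activity at least 40 and at least half of replicates scoring 40 or more; inconclusive = only one of the two criteria met; inactive = mean below 40 and under half of replicates reaching 40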;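 note: 0% = median of neutral control wells and 100% = median of positive control wells; inhibitors cause a drop in the FAM fluorescence signal; in these data hits start at about 50%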
CASP6 VEID inh: caspase-6 (human) enzyme inhibition; P55212; purified caspase-6, Z-VEID-R110 cleavage fluorescence; inhibition, % at 12.5 µM; 350,000 compounds, 0.53% hits;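 active = mean inhibition across replicates at least about 35%, with every replicate also reaching that limit, limit read from the data; inconclusive = only one of the two criteria met; inactive = neither criterion met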;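 note: 0% = median of neutral control wells and 100% = no fluorescence left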
Target sequence (P55212 24-179 limits assumed): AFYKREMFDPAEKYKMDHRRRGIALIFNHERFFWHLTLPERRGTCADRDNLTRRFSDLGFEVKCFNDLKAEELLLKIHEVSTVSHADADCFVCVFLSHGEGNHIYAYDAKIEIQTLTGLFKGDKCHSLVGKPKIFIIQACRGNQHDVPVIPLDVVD
Target sequence (P55212 194-293 limits assumed): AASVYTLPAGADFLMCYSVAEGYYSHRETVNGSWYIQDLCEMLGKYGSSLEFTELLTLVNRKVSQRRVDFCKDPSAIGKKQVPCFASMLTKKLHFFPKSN
The depositor's hits bear a star; ? = inconclusive; . = not tested or not shown; & = joins results of further samples. The order is random; overall some 3.7% were active at least once.

SMILES	RAD52 anneal inh	INS-1E GSIS act	DENV2 CPE	XiGFP reactiv	F508del corr	E-selectin induc	RAD54 branch	CASP6 VEID inh
CC/C(=N\NC(=O)c1c[nH]c2ccccc12)c1cccs1	2	2	8	-0.1	-0.9	-1.4	.	1
CCCOc1ccc(Cc2c(Cl)nc(SC)nc2OC)cc1	-6	5	-1	0.2	-2.3	0.4	.	2
Fc1ccc(NC(=S)N2CCSC2c2cccs2)cc1 (stereo not drawn)	-9	-21	-1	0.0	-0.3	.	.	0
C[C@@H]1CN([C@@H](C)CO)C(=O)c2cc(NC(=O)Nc3ccc(C(F)(F)F)cc3)ccc2O[C@@H](C)CCCCO[C@H]1CN(C)Cc1ccc(C(F)(F)F)cc1	.	21	-4	0.1	0.0	0.8	5	.
C#CCNC(=O)C1=C[C@@H](c2ccccc2)C[C@@H](OCCCCO)O1	-39&-10	9	-14&16	0.3	0.0&-1.9	0.3	0	0&0
O=C(Nc1cccnc1Cl)c1cc(-c2ccc(Cl)cc2)on1	-6	4	3	0.2	0.5	0.0	-3	-3
COC(=O)/C(=N/Nc1ccccc1C)Sc1nnc(C(O)c2ccccc2)n1-c1ccccc1 (stereo not drawn)	-10	-5	1	0.0	0.2	.	.	3
Cc1nc(SCC(=O)N2CCCC2=O)c2c(C)c(C)sc2n1	-38	22	2	0.0	3.3	0.0	-1	1
CCCS(=O)(=O)NC(=O)C1(C)CCCN(C(=O)c2sccc2C)C1 (stereo not drawn)	-15	.	8	0.2	-1.1	-0.3	-12	.
C[C@H]1CN([C@@H](C)CO)C(=O)c2cccc(NS(=O)(=O)c3ccccc3)c2O[C@@H]1CN(C)C(=O)Nc1cccc2ccccc12	7	-4	.	-0.2	-0.5	-0.3	7	3
Cn1cnc(CCNC(=O)C[C@@H]2CC[C@H]3[C@@H](COC[C@H](O)CN3C(=O)C3CC3)O2)c1	-2	5	1	0.2	2.1	0.0	-11	1
C[C@@H]1CN([C@@H](C)CO)C(=O)Cc2cc(NC(=O)C3CCCCC3)ccc2O[C@@H]1CN(C)Cc1ccc(-c2ccccc2)cc1	1	-33	13	-0.1	-0.1	0.3	-10	0
COc1cccc(CN2CC(C(=O)NCc3ncc(C)[nH]3)CCC2=O)c1 (stereo not drawn)	-5	-9	0	0.0	-0.7	0.0	-5	0
COc1cccc(OC)c1C(=O)Nc1ccc2c(c1)n(C)c(=O)n2C	-10	-9	2	0.0	1.2	0.4	-6	-6
C[C@H]1CN([C@@H](C)CO)C(=O)Cc2cc(NS(C)(=O)=O)ccc2O[C@H]1CN(C)S(=O)(=O)c1ccccc1	5	-5	-4	0.1	-2.1	-2.4	0	-1
O=C(CN1CCN(c2ccc(F)cc2)CC1)Nc1cccnc1Cl	4	-3	2	-0.1	-0.5	.	.	-1
CCOC(=O)/C(C)=N/NC(=O)c1ccc([N+](=O)[O-])cc1	-7	-4	-1	0.0	0.1	.	.	3
O=C(COc1ccc(-c2ccccc2)cc1)NNC(=O)NC1CCCCC1	-5	9	0	0.0	-1.4	.	.	1
C[C@H](CO)N1C[C@H](C)[C@@H](CN(C)C(=O)CC2CC2)Oc2ncc(C#CC3CC3)cc2C1=O	-3	-3	-2	-1.2	0.4	-0.1	-3	-2
COc1ccccc1N1CCN(C(=O)CCCNC(=O)Cn2cnc3sc(C)c(C)c3c2=O)CC1	-5	3	7	0.2	-2.3	.	-6	-1
CCOc1ccc(N2C(=O)CSC2=NC#N)cc1	-34	-10	0	-0.1	-0.1	.	5	2
CCOc1ccc(C(=O)OCC(=O)NCCCc2ccccc2)cc1	-12	-22	1	0.0	0.2	0.0	0	-2
C/C=C/c1ccc([C@@H]2[C@H](CN(C)S(C)(=O)=O)N[C@@H]2CO)cc1	-22	7	6	0.2	-2.5	0.0	.	2
O=C(C1CCCN(S(=O)(=O)c2ccc(Br)cc2)C1)N1CCN(Cc2ccccc2)CC1 (stereo not drawn)	-16	21	1	0.2	1.1	-0.5	-6	5
CCOc1ccc(NC2=C(Cl)C(=O)N(C3CCCCC3)C2=O)cc1	-8	-4	1	0.0	-1.3	.	-5	-1
CC(C)[C@H](NC(=O)[C@@H]1CSC2c3ccccc3C(=O)N21)C(=O)NCc1ccncc1 (stereo partly drawn)	-14	1	-2	0.0	-2.1	.	-6	-2
Cc1nn(CC(=O)NCc2ccccn2)c(C)c1[N+](=O)[O-]	-14	15	-4	.	-3.8	-0.2	-4	0
Cc1cc(C(=O)COC(=O)c2cnccn2)c(C)n1-c1ccc(Br)cc1	-17	.	-10	0.0	0.5	-0.1	2	3
C[C@@H]1CCCCO[C@H](CN(C)C(=O)Nc2ccccc2)[C@@H](C)CN([C@H](C)CO)C(=O)c2cc(NS(=O)(=O)c3ccc(F)cc3)ccc2O1	.	-9	2	0.4	0.1	-0.4	-2	.
COc1ccc(CC(=O)NC(C)c2nnc(SCC(=O)Nc3cc(C)ccc3OC)n2C)cc1 (stereo not drawn)	-8	5	-3	0.2	2.2	.	.	-1
O=C(NC1CCS(=O)(=O)C1)/C(=C/c1ccc(Cl)cc1)NC(=O)c1ccccc1 (stereo not drawn)	-22	0	-5	-0.1	-4.1	.	3	-1
Cc1oncc1C(=O)Nc1cccc(C#N)c1	-8	4	-4	-0.1	-1.3	0.1	19	-4
Cc1ccccc1-c1ccc([C@H]2[C@H](CO)N3C(=O)CN(C(=O)Nc4cccc(F)c4)C[C@@H]23)cc1	-9	-21	7	0.0	3.6	0.2	.	1
O=c1c2cc(Cl)ccc2nc(-c2ccccc2)n1O	-3	-4	7	0.0	.	.	.	-6
CN(C)c1ccc(CN2CCC(C(=O)NC(c3ccc(F)cc3)c3ccc4ccccc4n3)CC2)cc1 (stereo not drawn)	5	.	7	-0.1	2.5	-0.1	7	7
C#Cc1ccc(NC(=O)C2(C)CCN2C(=O)CC(c2ccccc2)c2ccccc2)cc1 (stereo not drawn)	-12	.	-12	0.1	3.0	-0.3	-2	0
Cc1ccc(NC(=O)C2CC2C)cc1S(=O)(=O)N1CCOCC1 (stereo not drawn)	-10	5	1	0.0	2.5	.	-3	1
COc1ccc(NC(=O)N2c3ccccc3C(C)=CC2(C)C)cc1	-18	10	.	0.0	3.9	.	.	2
CC(C)N(c1ccccc1)c1ccc(NC(=O)CCl)cc1	-7	-33	-2	-0.2	-3.4	-2.2	-1	2
Cn1cnc(S(=O)(=O)N[C@H]2C=C[C@H](CC(=O)NCC3CCCCC3)O[C@H]2CO)c1	8	-6	?	-0.2	0.1	-0.3	-2	5

Rewritten with values under each structure: part of the list above
The line under a structure holds: RAD52 anneal inh | INS-1E GSIS act | DENV2 CPE | XiGFP reactiv | F508del corr | E-selectin induc | RAD54 branch | CASP6 VEID inh
CCOc1ccc(N2C(=O)CSC2=NC#N)cc1
 : -34 | -10 | 0 | -0.1 | -0.1 | . | 5 | 2
CCOc1ccc(C(=O)OCC(=O)NCCCc2ccccc2)cc1
 : -12 | -22 | 1 | 0.0 | 0.2 | 0.0 | 0 | -2
Cc1ccc(NC(=O)C2CC2C)cc1S(=O)(=O)N1CCOCC1 (stereo not drawn)
 : -10 | 5 | 1 | 0.0 | 2.5 | . | -3 | 1
COc1ccc(NC(=O)N2c3ccccc3C(C)=CC2(C)C)cc1
 : -18 | 10 | . | 0.0 | 3.9 | . | . | 2
CN(C)c1ccc(CN2CCC(C(=O)NC(c3ccc(F)cc3)c3ccc4ccccc4n3)CC2)cc1 (stereo not drawn)
 : 5 | . | 7 | -0.1 | 2.5 | -0.1 | 7 | 7
CC(C)[C@H](NC(=O)[C@@H]1CSC2c3ccccc3C(=O)N21)C(=O)NCc1ccncc1 (stereo partly drawn)
 : -14 | 1 | -2 | 0.0 | -2.1 | . | -6 | -2

Later entries
SMILES	RAD52 anneal inh	INS-1E GSIS act	DENV2 CPE	XiGFP reactiv	F508del corr	E-selectin induc	RAD54 branch	CASP6 VEID inh
CCCn1c(=S)[nH]c2cc(C(=O)N3CCN(C4CCCCC4)CC3)ccc2c1=O	-26	1	-4	0.0	-2.1	-0.8	11	-2
O=C(Nc1ccccc1N1CCCCC1)c1ccc(Cl)cc1	-8	-24	19	0.0	0.9	-0.1	7	1
CC(C)N(CC(N)=O)C(=O)Cc1coc2cc3c(cc12)CCC3	-7	.	-10	0.4	.	-0.2	.	1
Cc1cccc(C(=O)NC2CCN(CC(=O)NCc3cccs3)CC2)c1	-8	.	-3	0.0	-3.5	-2.1	.	0
N#CCCN(/N=C/c1cccnc1)C1=NS(=O)(=O)c2ccccc21	-15	-1	-2	0.2	.	.	.	-1
Cc1ccc(S(=O)(=O)N(C)C[C@H]2Oc3c(NC(=O)CCCCCC(=O)Nc4ccccc4N)cccc3C(=O)N([C@@H](C)CO)C[C@H]2C)cc1	-13	-7	?	-0.1	-1.4	-0.1	.	-2
NC(=O)N/N=C/c1ccc(-c2ccc([N+](=O)[O-])cc2)o1	-17	1	2	0.0	1.5	-0.2	.	0
O=C(O)c1ccc(Oc2cc(Oc3ccc(C(=O)O)cc3)cc([N+](=O)[O-])c2)cc1	-15	13	-4	-0.1	1.6	.	-4	7
COc1ccc(NC(=O)N(C)C[C@H]2Oc3ccc(NC(=O)CCCN(C)C)cc3C(=O)N([C@H](C)CO)C[C@H]2C)cc1	-9	-7	2	-0.1	0.9	4.5	10	-4
O=C(NC1CCSc2ccccc21)c1cccc(OC(F)F)c1 (stereo not drawn)	-7	-30	-2	0.1	-0.5	2.1	1	-3
CCOC(=O)c1c(C)oc2cc(Cl)c(O)c(CN(C)C)c12	10	25	-3	-0.2	4.2	0.3	.	-5
CO[C@H]1CN(C)C(=O)c2ccc(NC(=O)c3ccccc3F)cc2OC[C@H](C)N(C(=O)c2ccccc2F)C[C@H]1C	8	-14	2	0.3	2.8	0.0	-8	.
O=S(=O)(c1ccccc1)N1CC[C@@H]2[C@H]1c1cc(C#CC3CCCCC3)ccc1N[C@@H]2CO	6	-7	28*	0.8	-2.8	1.9	.	0
O=C(c1cc(-c2cccs2)on1)N1CCN(c2ccccc2)CC1	-21	1	-3	.	0.2	.	8	-3
CC(C)c1ccccc1NC(=S)NC1CCCCC1	1	-6	2	0.0	4.4	.	.	-3
COc1ccccc1CNC(=O)C[C@H]1CC[C@@H]2[C@H](COC[C@@H](O)CN2Cc2ccccc2)O1	1	-5	-3	0.7	1.3	0.1	-4	6
CS(=O)(=O)c1ccc(Cl)c(NC(=O)COC(=O)c2ccc(-n3cnnn3)cc2)c1	-5	30	-9	0.0	-3.8	.	12	1
COC(=O)CCN1CCC2CC1c1cc(-c3cccc(C)c3)ccc12 (stereo not drawn)	-4	12	4	.	0.3	0.3	-6	-7
COC(=O)CC1C(=O)NCCN1C(=O)Nc1cccc(Cl)c1 (stereo not drawn)	2	-2	-2	-1.2	-1.5	.	1	-3
CCC(=O)N[C@@H]1CC[C@H](CC(=O)NCCN2CCCCC2)O[C@@H]1CO	-18	-3	15	0.6	-1.6	-0.3	-15	-2

Screens deposited in PubChem by Broad Institute.
